# High-throughput results deposited in PubChem BioAssay by NCI.
# All columns: NCI-60 one-dose screen, growth in % after 48 h at 10 µM unless noted; 100 = growth as untreated, 0 = no growth, -100 = all killed.
# A498 = A498 renal cancer cells | actives 5.4% (n = 76,000) | AID 1794774
# 786-0 = 786-0 renal cancer cells; actives 5.1% (n = 81,000); AID 1794775
# SN12C = SN12C renal cancer cells; actives 3.8% (n = 81,000); AID 1794767
# ACHN = ACHN renal cancer | actives 4.9% (n = 81,000) | AID 1794771
# UO-31 = UO-31 renal cancer | actives 5.2% (n = 81,000) | AID 1794768
# TK-10 = TK-10 renal cancer cells | actives 3.9% (n = 81,000)
# RXF 393 = RXF 393 renal cancer cells; AID 1794773; actives 6.9% (n = 77,000)
# CAKI-1 = CAKI-1 renal cancer; actives 4.7% (n = 75,000); AID 1794772
# An asterisk follows results filed as active; . = no result given; & = joins results of further samples; [ ] = remark or other dose. How the source made its calls: active means growth percent below 10; inactive means the rest.
SMILES,A498,786-0,SN12C,ACHN,UO-31,TK-10,RXF 393,CAKI-1
NC(=S)N/N=C/c1cc(Cl)sc1Cl,101,106,.,110,87,112,103,105
Cc1ccc2c(-c3cc(-c4cc5ccccc5oc4=O)nc(N)c3C#N)cc(=O)oc2c1,76,98,87,68,89,99,97,96
Cc1cc2c(cc1C)-n1c(C)cc(=O)n1CC(=O)N2,99,100,95,102,94,98,104,96
Nc1c(C(=O)Nc2cccc(Cl)c2)sc2nc3c(cc12)C(O)CCC3 (configuration not stated),-11*,53,36,43,42,.,-25*,37
O=C(c1ccc(F)cc1)n1cc(-c2ccccc2)c(-c2ccccc2)c1,107,91,93,97,75,105,102,93
CC(=O)c1cc2c(N)c(C(=O)Nc3cccc4ccncc34)sc2nc1C,.,98,100,102,88,99,104,93
COC(=O)C(C(=O)OC)c1ccccc1,107,104,106,106,91,103,.,102
CCOC(=O)c1ccccc1C(=O)OC1CCCCC1,92,.,102,104,.,100,113,93
O=C(O)c1ccc(-c2nn(-c3ccc(C(=O)O)cc3)cc2CNc2ccccn2)cc1,79,93,93,97,76,87,91,70
COc1ccc(/C=C/c2nc(Nc3ccc(C(=O)/C=C/N(C)C)cc3)c3ccccc3n2)cc1,.,100,90,83,54,142,110,48
CCCCCCC1(/C=N/NC(N)=O)NC(=O)NC1=O (configuration not stated),.,98,105,105,87,99,.,92
c1ccc2c(c1)Sc1ccccc1C2NCN1CCOCC1,.,92,101,101,91,92,92,91
CC(/C=C1\SC(=S)N(CCC(=O)NC(C(=O)O)C(C)C)C1=O)=C\c1ccccc1 (configuration not stated),103,99,103,104,88,117,101,103
Nc1ccc(O)c(S(=O)(=O)O)c1,121,95,104,105,96,108,125,95
CC1(C)CC(=O)C2=C(C1)OC(C(=O)c1ccc(N=[N+]=[N-])cc1)C2c1ccco1 (configuration not stated),103,106,102,111,96,107,.,97
CCCC(=O)NCCNc1nccc(Nc2ccc(S(=O)(=O)Nc3ccccn3)cc2)n1,.,104,89,102,89,100,103,97
CCCCCCCCCCCCS(=O)(=O)CC(=O)O,109,99,97,104,93,104,96,97
Cc1c(C(=O)/C=C/NCc2ccc(S(N)(=O)=O)cc2)sc2nc3ccccc3n12,.,92,91,100,100,89,93,83
O=C1CSC(c2ccc(C(F)(F)F)cc2)N1NC(=O)C(O)(c1ccccc1)c1ccccc1 (configuration not stated),88,89,98,68,.,100,.,104
CC(=O)C(Cc1ccc(CC(C(C)=O)C(C)=O)cc1)C(C)=O,.,104,99,106,90,126,114,102
O=C(O)C1=NN(c2cc(Cl)c(S(=O)(=O)O)cc2Cl)C(=O)C1,108,98,106,108,94,104,119,98
O=C(Nc1ccc(F)cc1)N1CCCCC1,97[100 µM],98[100 µM],97[100 µM],102[100 µM],95[100 µM],93[100 µM],106[100 µM],95[100 µM]
O=C(CCCCCC1CCCCC1)OCC1CCCO1 (configuration not stated),87,108,106,109,87,106,113,114
COc1cc(CO)c(OC)c2c1OCO2,.,101,104,104,81,106,120,100
NS(=O)(=O)Oc1ccc(-c2cn3ccoc3n2)cc1,105,104,102,110,95,101,123,94
O=C(Nc1ccc(O)c([N+](=O)[O-])c1)Nc1ccc(O)c([N+](=O)[O-])c1,141,78,80,90,50,125,.,85
N#Cc1nn(-c2cc(=O)[nH]c3ccc(Br)cc23)c(N)c1C#N,105,97,87,91,66,110,115,91
Cc1nc2ccccc2nc1CC(O)(c1ccccc1)c1ccccc1,86,100,111,102,93,115,112,87
CCN(CC)CCCNCCCNc1cc(OC)cc2cccnc12,76,94,.,101,88,112,71,98
COc1cc(C2CC(c3ccc(SC)cc3)=NN2)cc(OC)c1OC (configuration not stated),101,97,87,107,71,107,101,86
N#CC1=C(N)Oc2ccc(Cl)c(O)c2C12C(=O)Nc1ccccc12 (configuration not stated),42,61,53,63,50,103,33,.
Cc1cc(C)n(-c2nc3ccccc3n3c(C)nnc23)n1,97,93,96,94,71,96,109,94
Nc1cccc2c1CCC2,90,99,90,97,84,98,94,70
CCCCCCCCCCCCNC(=S)SCCC(=O)O,81,106,100,95,84,117,103,111
OC(c1ccccc1)C(O)(c1ccccc1)c1ccc(Cl)cc1 (configuration not stated),90,109,101,108,87,111,110,87
COc1ccc2occ(COC(=O)c3c(C)noc3C)c(=O)c2c1,.,86,87,84,69,92,91,62
Cc1c(C)c(N2C(=O)C=CC2=O)c(C)c(C)c1N1C(=O)C=CC1=O,78,93,104,108,54,119,55,101
Cn1c(O)c(N=Nc2nc(-c3cc4cc(Br)ccc4oc3=O)cs2)c2ccccc21,.,104,98,97,92,106,113,95
c1ccc2c(c1)N=C(N1CN(C3=Nc4ccccc4NCC3)CN(C3=NCCNc4ccccc43)C1)CCN2,81,99,105,100,80,126,120,110
Cc1c(C(=O)O)nnn1-c1nc(-c2ccccc2)cs1,93,88,103,105,81,103,118,91
Cc1cc(CCNC=O)c(C)c2c1sc1ccccc12,73,106,80,100,91,94,80,81
Cc1ccc(S(=O)(=O)NCCCCCCNS(=O)(=O)c2ccc(C)cc2)cc1,97,82,93,91,70,89,98,86
Cc1nc(-c2ccc(Br)cc2)ccc1C(=O)N/N=C/c1ccc([N+](=O)[O-])cc1,68,82,79,76,74,93,87,.
O=C(O)C(=O)Nc1cccc([N+](=O)[O-])c1,102,96,53,107,92,111,108,.
O=S(=O)(O)C1(O)CCCCC1,112,102,99,73,59,169,89,76
C=C(C)[C@@H]1CC[C@]2(C)[C@H](C(=O)C=C3[C@@H]4C[C@](C)(C(=O)N5CCN(C)CC5)CC[C@]4(C)CC[C@]32C)[C@@]1(C)CCC#N,-74*[100 µM],-85*[100 µM],-87*[100 µM],-94*[100 µM],-100*[100 µM],-88*[100 µM],-86*[100 µM],-96*[100 µM]
O=S(=O)(Nc1ccccc1)C1CCCCC1,96&104,110&105,120&95,103&110,88&77,102&103,118&120,99&87
COc1ccc(/C=N/S(=O)(=O)O)cc1,92,100,102,103,87,97,.,97
CC(C)C(=O)c1ccco1,107,100,95,99,82,96,111,88
CC(C)(Oc1ccc(Cl)cc1)C(=O)O,116,100,93,96,81,.,108,93
# Remaining list, next part:
SMILES,A498,786-0,SN12C,ACHN,UO-31,TK-10,RXF 393,CAKI-1
COc1ccc(S(=O)(=O)O)c2ccccc12,96,93,112,113,74,113,128,100
CC(=O)c1ccc(N=C2N=c3ccccc3=C/C2=C\c2sc(=O)[nH]c2O)cc1,53,81,63,54,47,138,38,87
NS(=O)(=O)c1ccc(Cn2c(=O)c3cc4c(=O)n(Cc5ccc(S(N)(=O)=O)cc5)c(=O)c4cc3c2=O)cc1,91,100,100,101,90,92,101,93
O=c1[nH]c2ccccc2nc1/C=C/NC(=S)NCc1ccccc1,122,97,117,98,88,119,115,98
COc1ccc(/C=C2/N=C(c3cnccn3)N(c3cccc4cccnc34)C2=O)cc1,62,111,99,90,72,121,98,91
CCOC(=O)c1c(NC(=O)c2ccccc2C(F)(F)F)sc2c1CCC(=O)C2,85,104,26,6.9*,-1.1*,91,.,21
COc1ccc(-c2nc3ccc(C)cc3c3c2c(=O)n(C)c(=O)n3C)cc1OC,94,103,98,98,106,106,99,88
C=CCC(C(=O)O)(c1ccccc1)c1ccccc1,113,98,107,106,97,90,110,101
CCOC(=O)c1cc(=O)nc2n1N=C1C(C#N)=C(C)C=C(c3ccccc3)N1N2,123,108,94,93,76,144,119,84
O=[N+]([O-])c1ccc(/C=C/CCOc2ccccc2)cc1,85,91,104,100,83,63,101,95
COc1ccc(OC)c(CCn2cncc2-c2c[nH]c3cc(Br)ccc23)c1,.,59,50,58,40,46,52,36
Cc1cc(Nc2ccc(Cl)cc2)n2nc(C(F)(F)F)nc2n1,92,91,76,100,103,97,95,118
Cc1ccc(C)[nH]1,92,99,97,104,93,103,107,102
COc1ccc(/C=c2\c(=O)n(-c3ccccc3)c3nnc(-n4nc(SC)nc4N)n23)cc1,115,112,103,94,66,142,107,94
COc1ccc2c(c1)oc1c(C)c3c(c(C)c12)C(=O)N(Cc1ccccc1)C3=O,99,99,98,86,96,100,100,90
CN(C(=O)CN1C(=O)/C(=C/c2cccs2)SC1=S)C1CCS(=O)(=O)C1 (configuration not stated),120,108,106,117,86,128,125,92
CC(=O)OC[C@H]1OC(Sc2sc(C(=O)c3ccc(Cl)cc3)c(N)c2-c2nc3ccccc3s2)[C@@H](OC(C)=O)[C@@H]1OC(C)=O (some centres not stated),94,104,99,91,80,135,118,86
Nc1n[nH]c2cccc(C#Cc3cccc(NC(=O)c4ccc(N5CCOCC5)c(C(F)(F)F)c4)c3)c12,-34*,-39*,9.0*,-0.6*,-32*,16,-66*,9.5*
N#Cc1c(N)nnn1Cc1cc(=O)oc2ccc(O)cc12,102,106,106,106,91,104,99,107
N=C(N)SSC(=N)N,105,112,102,97,97,131,.,103

# Reprinted from the results shown for reference:
SMILES,A498,786-0,SN12C,ACHN,UO-31,TK-10,RXF 393,CAKI-1
COc1ccc2c(c1)oc1c(C)c3c(c(C)c12)C(=O)N(Cc1ccccc1)C3=O,99,99,98,86,96,100,100,90
CN(C(=O)CN1C(=O)/C(=C/c2cccs2)SC1=S)C1CCS(=O)(=O)C1 (configuration not stated),120,108,106,117,86,128,125,92
CC(=O)OC[C@H]1OC(Sc2sc(C(=O)c3ccc(Cl)cc3)c(N)c2-c2nc3ccccc3s2)[C@@H](OC(C)=O)[C@@H]1OC(C)=O (some centres not stated),94,104,99,91,80,135,118,86
Nc1n[nH]c2cccc(C#Cc3cccc(NC(=O)c4ccc(N5CCOCC5)c(C(F)(F)F)c4)c3)c12,-34*,-39*,9.0*,-0.6*,-32*,16,-66*,9.5*
N#Cc1c(N)nnn1Cc1cc(=O)oc2ccc(O)cc12,102,106,106,106,91,104,99,107
N=C(N)SSC(=N)N,105,112,102,97,97,131,.,103

# The listing continues:
SMILES,A498,786-0,SN12C,ACHN,UO-31,TK-10,RXF 393,CAKI-1
CCN(CC)CCCNCCS,82,101,99,96,93,118,118,97
Cc1ccc2c(c1)-c1nc3nnnn3nc1C(C)(C)O2,114,99,109,121,88,154,.,99
CCC(=C(c1ccc(OCCN2CCCC2)cc1)c1ccc(OCCN2CCCC2)cc1)c1ccc(Cl)cc1,47,-94*,-63*,-85*,-73*,-13*,14,-59*
COc1cc(/C=C2\C(=O)Nc3cc(Cl)ccc32)ccc1OCc1ccc(F)cc1,94,108,96,94,80,185,.,.
COc1ccc(-c2nc(/C=C3\C(=O)Nc4ccccc43)c3ccccn23)cc1,116,21,50,18,.,80,43,121
CCCCCC(=O)OCCCc1ccccc1,105,122,106,99,78,128,119,97
Nc1nnc(-c2ccccn2)c(-c2c[nH]c3ccc(Cl)cc23)n1,115,92,96,77,50,132,86,70
O=C(O)c1cccc2c1Cc1ccccc1-2,88,92,107,107,97,102,118,.
COc1cc(/C=C2\CN(C)C/C(=C\c3cc(CN4CCCC4)c(O)c(OC)c3)C2=O)cc(CN2CCCC2)c1O,98,72,54,79,81,101,69,100
N#Cc1ccc(NC(=O)Nc2nc3ccc(OC(F)(F)F)cc3s2)cc1,-28*,-13*,-4.6*,-11*,-2.8*,.,22,-16*

# Reprinted from the part before: four entries, followed by the next part.
SMILES,A498,786-0,SN12C,ACHN,UO-31,TK-10,RXF 393,CAKI-1
Nc1nnc(-c2ccccn2)c(-c2c[nH]c3ccc(Cl)cc23)n1,115,92,96,77,50,132,86,70
O=C(O)c1cccc2c1Cc1ccccc1-2,88,92,107,107,97,102,118,.
COc1cc(/C=C2\CN(C)C/C(=C\c3cc(CN4CCCC4)c(O)c(OC)c3)C2=O)cc(CN2CCCC2)c1O,98,72,54,79,81,101,69,100
N#Cc1ccc(NC(=O)Nc2nc3ccc(OC(F)(F)F)cc3s2)cc1,-28*,-13*,-4.6*,-11*,-2.8*,.,22,-16*
CCN(CC)c1ccn(CC(=O)N[C@@H](CC(C)C)B(O)O)c(=O)c1,103,98,103,104,70,106,107,92
O=C(CO[N+](=O)[O-])Nc1ccc(C(=O)/C=C/c2ccc3c(c2)OCO3)cc1,107,109,95,99,77,111,107,93
CC(=O)c1ccc2c(c1)CCC2,109&102,94&97,106&104,104&93,83&86,91&121,112&111,107&91
O=c1oc2ccccc2cc1-c1nn(-c2ccccc2)cc1-c1nc2ccccc2[nH]1,.,89,101,91,81,100,99,90
COc1cc(C(=O)OCCCCCCCCCCC[P+](c2ccccc2)(c2ccccc2)c2ccccc2)ccc1O,-0.7*,5.6*,-70*,-1.9*,-8.8*,8.3*,-53*,-73*
Cc1ccc(S(=O)(=O)Nc2ccc(-c3cc(-c4cccc(C)c4)c(C#N)c(=O)[nH]3)cc2)cc1,76,101,75,92,64,124,76,65
CC(C)C(NC(=O)CCc1nc2c(=O)[nH]c(=S)[nH]c2[nH]c1=O)C(=O)O (configuration not stated),92,102,101,104,83,97,99,90
CC12C(=O)OC(=O)C1(O)C1c3ccccc3C2c2ccccc21 (configuration not stated),92,107,108,113,88,105,119,95
CC1CCN(CCCC(=O)c2ccc(F)cc2)CC1,95,101,99,107,87,116,103,96
O=C1N[C@H](Cc2cnc[nH]2)C(=O)N2CCC[C@@H]12,96,103,105,114,86,97,99,99
CC[C@H](CC[C@@H](C)[C@H]1CC[C@H]2[C@@H]3C/C(=C/c4ccco4)C4=C/C(=C/c5ccco5)CC[C@]4(C)[C@H]3CC[C@]12C)C(C)C,96,89,89,90,60,90,100,72
CCOC(=O)CCc1nc2sc3c(c2c(=O)[nH]1)CCCC3,.,97,119,104,96,97,105,117
CCOC(=O)c1c(CN2CCN(C)CC2)nc2ccc(Cl)cc2c1-c1ccccc1,91,57,93,92,47,83,43,53
COc1ccc(CC2OC(C)CC(C)(C)O2)cc1 (configuration not stated),116,104,103,103,83,101,116,97
COc1cccc(/C=C\C(=O)/C=C/C=C/c2ccccc2)c1,124,107,106,105,70,91,108,92
CCOC(=O)C[C@@H](CC(=O)N[C@@H](CC(=O)N1CCn2c(nnc2C(F)(F)F)C1)Cc1cc(F)c(F)cc1F)CC(C)C,70,95,98,101,83,91,93,94
